Nrf2 block: Nrf2 qHTS screen for inhibitors. AID 504444, 2011. 360,000 compounds, 2.1% hits. A549 ARE-Fluc reporter, luciferase luminescence, 18-24 h. Potency, µM (highest dose often 46 µM), without a hit: at the top dose activity change, negative = inhibition, hits mostly inhibitors; note: potency is the fitted concentration of half-maximal effect; % is set by controls: 0 for no effect and ±100 for the full control effect; nearly all actives have a fitted effect of over 60% in size
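Reporter: ARE-Fluc in A549. Exposure: 18-24 h, 37 °C, 5% CO2, 5% FBS OPTI-MEM. Readouts: fluorescent cytotoxicity (CellTiter-Fluor), then luminescent Nrf2 signal after BugLite.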
pAkt inh: HTS Assay for Inhibitors of Akt Phophorylation: Primary Screen. Neuro2A IGF-stimulated pAkt S473 HTRF, 20 min; active compounds read low. activity change, % for hits at 50 µM. 360,000 compounds, 0.32% hits. AID 651550, 2012; in the data active = activity change below about -80%; inconclusive = mostly about -51% to -80%; note: % is set by controls: 0 for no effect and ±100 for the full control effect
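Single-point screen (50 µM final compound) in Neuro2A cells stimulated 20 min with 6 nM IGF at 37 deg C. After lysis, Ser473-phosphorylated Akt read by HTRF (ex 330 nm, em 615/665 nm) as the 665/615 ratio.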
Mm-Cpn inhibitor: Inhibitors of TCP-1 ring complex (TRiC) of Methanococcus maripaludis (MmCpn): qHTS; purified Mm-Cpn ATPase, ADP Transcreener TR-FRET; Potency, µM (series often up to 76.9 µM), inactives show at the top dose activity, negative = inhibition, hits mostly inhibitors; 330,000 compounds, 0.031% hits; note: potency is the fitted concentration of half-maximal effect; % is set by controls: 0 for no effect and ±100 for the full control effect; nearly all actives have a fitted effect of over 80% in size
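Purified archaeal Mm-CPN (25nM final) preincubated 10 min at 37degC with compound, then 10uM ATP for 30 min at 37degC; ADP measured by HTRF Transcreener TR-FRET; buffer 30 mM TRIS pH 7.4, 100mM KCl, 5mM MgCl2, 1mM DTT.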
TGFb inhibitor: qHTS for Inhibitors of TGF-b | HepG2 CAGA-GFP TGF-b/SMAD3 reporter, GFP fluorescence, 18 h; TGF-beta stimulated, 500 pg/mL final | Potency, µM (series often up to 46.1 µM), for the others: at the highest dose activity, negative = inhibition, hits mostly inhibitors | 410,000 compounds, 1.2% hits; note: potency is the fitted concentration of half-maximal effect; % is set by controls: 0 for no effect and ±100 for the full control effect; nearly all actives have a fitted effect of over 65% in size
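Read-out: total well GFP (ex488/em500-530) summed from mean per-cell fluorescence. Cells: HEPG2 CAGA-GFP, 1% FBS DMEM, 18 h at 37 degrees C with 500 pg/mL final TGF-beta. Unstimulated wells served as the full-inhibition control; stimulated DMSO wells = 0%.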
EPAC2 antagonist: qHTS for Antagonist of cAMP-regulated guanine nucleotide exchange factor 2 (EPAC2): primary screen. 360,000 compounds, 0.18% hits. AID 720708, 2013. Rap guanine nucleotide exchange factor 4 (Homo sapiens), Q8WZA2. EPAC2 GEF exchange of Rap1B-BODIPY-GDP, fluorescence. Potency, µM (top dose mostly 114 µM), for the others: top-dose activity, negative = inhibition, usual class: inhibitors; note: potency is the fitted concentration of half-maximal effect; % is set by controls: 0 for no effect and ±100 for the full control effect; nearly all actives have a fitted effect of over 45% in size; many of its hits are not listed in these tables
Target sequence (Q8WZA2 whole entry, looked up): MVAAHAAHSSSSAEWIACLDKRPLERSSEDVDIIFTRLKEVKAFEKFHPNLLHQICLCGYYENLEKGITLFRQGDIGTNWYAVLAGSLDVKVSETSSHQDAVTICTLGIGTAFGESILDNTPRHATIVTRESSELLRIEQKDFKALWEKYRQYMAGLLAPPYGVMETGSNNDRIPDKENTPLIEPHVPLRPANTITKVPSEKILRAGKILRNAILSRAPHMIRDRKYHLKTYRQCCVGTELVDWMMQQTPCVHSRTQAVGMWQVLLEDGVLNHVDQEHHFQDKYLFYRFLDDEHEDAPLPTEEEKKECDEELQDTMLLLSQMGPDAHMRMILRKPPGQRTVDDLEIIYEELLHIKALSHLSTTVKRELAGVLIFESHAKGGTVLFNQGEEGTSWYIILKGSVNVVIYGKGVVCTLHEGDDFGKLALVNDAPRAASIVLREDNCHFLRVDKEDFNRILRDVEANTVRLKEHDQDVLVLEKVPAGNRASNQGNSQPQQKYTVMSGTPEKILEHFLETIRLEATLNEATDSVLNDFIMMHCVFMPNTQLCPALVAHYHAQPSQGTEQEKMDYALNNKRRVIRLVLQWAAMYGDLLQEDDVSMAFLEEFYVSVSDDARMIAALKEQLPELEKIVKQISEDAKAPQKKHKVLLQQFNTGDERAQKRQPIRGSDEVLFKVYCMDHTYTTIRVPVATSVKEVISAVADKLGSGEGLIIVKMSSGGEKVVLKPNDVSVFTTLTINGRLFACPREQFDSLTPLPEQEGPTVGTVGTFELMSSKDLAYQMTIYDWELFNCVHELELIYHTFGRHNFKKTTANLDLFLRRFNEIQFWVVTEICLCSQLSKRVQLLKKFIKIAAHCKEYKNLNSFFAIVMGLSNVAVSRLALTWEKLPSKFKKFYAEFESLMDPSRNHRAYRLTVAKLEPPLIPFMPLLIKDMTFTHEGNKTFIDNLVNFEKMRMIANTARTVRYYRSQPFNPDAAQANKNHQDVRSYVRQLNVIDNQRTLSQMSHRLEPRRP
Nrf2 activator: qHTS of Nrf2 Activators. AREc32 ARE-luciferase reporter (MCF7-derived line), luminescence, 24 h. Potency, µM (series often up to 46.1 µM), without a hit: at the top dose activation, usual class: activators. 410,000 compounds, 0.31% hits. AID 624171, 2012; note: potency is the fitted concentration of half-maximal effect; % of control where 0% means no effect; nearly all actives have a fitted effect of over 65% in size
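AREc32_Fluc, 1000 cells/well, OPTI-MEM + 5% FBS, o/n 37 deg C 5% CO2; 23 nL cpd by pin tool, 24 hr; Steady-Glo 30 min RT, luminescence.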
A549 tox: Nrf2 qHTS screen for inhibitors: counterscreen for cytotoxicity | 390,000 compounds, 0.16% hits | A549 ARE-Fluc cells, CellTiter-Fluor viability, 18-24 h | Potency, µM (series often up to 46 µM), without a hit: top-dose activity change, negative = cytotoxicity, hits mostly inhibitors; note: potency is the fitted concentration of half-maximal effect; % is set by controls: 0 for no effect and ±100 for the full control effect
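A549 ARE-Fluc cells in 5% FBS OPTI-MEM, 5000 cells/well, rested 2 h then exposed to compounds in concentration-response for 18-24 h at 37 °C. Viability by CellTiter-Fluor fluorescence (Ex 405/Em 525) after 30 min; luciferase luminescence (BugLite, 15 min, RT) read afterwards.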
CCT chaperon mod: High-Throughput Screening for Modulators of Cytosolic Chaperonin Activity; activity change, % (no concentration beside the values), hits read low; AID 651819, 2012; purified chaperonin ATPase assay, HTRF ADP detection, 30 min; 360,000 compounds, 0.3% hits; in the data active = activity change below about -30%; note: % is set by controls: 0 for no effect and ±100 for the full control effect
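TRiC at 40 or 20 nM final (batch-dependent) in 30 mM Tris pH 7.4, 100 mM KCl, 5 mM MgCl2, 1 mM DTT, with compound at single 76 uM and 10 uM ATP, 30 min at 37 deg C. ADP detected by HTRF Transcreener, 665/615 ratio.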
EPAC2 ag: qHTS for Agonist of cAMP-regulated guanine nucleotide exchange factor 4 (EPAC2): primary screen; Rap guanine nucleotide exchange factor 4 (Homo sapiens), Q8WZA2; EPAC2 activation, biochemical qHTS; response scale: 100% = 6.5 mM cAMP response; Potency, µM (titrated, usually from 154 µM), for the others: at the top dose activation, usual class: activators; 360,000 compounds, 0.079% hits; AID 720711, 2013; note: potency is the fitted concentration of half-maximal effect; nearly all actives have a fitted effect of over 50% in size
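Guanine nucleotide exchange by EPAC2 is measured as reduced fluorescence of BODIPY-GDP once it is released from 250 nM Rap1B. Plates are read kinetically for 30 min at room temperature; results are scaled to 6.5 mM cAMP.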
* marks the source's active call; other numbers are inactive results; i = inactive; ? = inconclusive; . = no result given; & = joins results of further samples. Unless noted, calls come from the whole dose curve; as a rule, active = well fitted curve in the direction sought with a large enough effect; inconclusive = small, poorly fitted or top-dose-only effect, or another doubt; inactive = no such curve, though single readings can be large; an effect the other way counts as inactive or inconclusive. An excerpt (hit frequency here may not be typical).

Molecule | Mm-Cpn inhibitor | EPAC2 ag | EPAC2 antagonist | CCT chaperon mod | A549 tox | TGFb inhibitor | Nrf2 block | Nrf2 activator | pAkt inh
CCC1=Nc2cc(C(=O)NC3CCCC3)ccc2Sc2ccc(Br)cc21 | . | . | . | . | -12% | ? | ? | -0.1% | .
Cn1c(=O)n(C)c2cc(NS(=O)(=O)c3ccccc3[N+](=O)[O-])ccc21 | -2% | -1% | -4% | -0.8 | -4% | 0% | ? | 5.0% | i
COc1ccc(NC(=O)c2ccco2)cc1NC(=O)COc1cccc(C)c1C | . | . | . | . | 2% | 1% | -28% | 0.3% | .
CC(C)CCN1C(=O)c2ccccc2C1C(=O)NCc1cccnc1 (stereo not given) | -1% | -2% | 11% | -1.3 | -6% | -3% | 1% | 0.2% | i
O=c1[nH]c(C2CCN(S(=O)(=O)c3ccccc3C(F)(F)F)CC2)nc2c1nnn2Cc1ccccc1 | 0% | 6% | -14% | -1.3 | -15% | ? | ? | 3.2% | i
O=S1(=O)N[C@@H](Cc2ccccc2)COc2cccc(N3CCC[C@@H]3CO)c21 | . | 1% | 0% | -0.5 | . | . | . | -0.7% | i
CC(OC(=O)C1=COCCO1)C(=O)NC1CCCCC1C (stereo not given) | -1% | 5% | 12% | -3.6 | -5% | 1% | 18% | -0.2% | i
O=C(NCC(=O)N1CCN(c2ccccc2O)CC1)c1ccc2ccccc2c1 | 1% | 8% | 0% | 1.4 | 0% | -22% | -2% | 1.4% | i
O=C(NC(=S)Nc1cccc(O)c1)c1cncc(Br)c1 | . | 1% | 2% | -1.5 | 0% | 0% | 12% | 2.5% | i
CCOC(=O)C(=O)NNc1ccccc1C | 1% | 8% | 1% | -0.5 | -6% | 3% | 1% | -0.4% | i
COC(=O)C1=C(C)N(c2ccccc2)/C(=C/c2cccs2)C1=O | 2% | 5% | 13% | -5.2 | -10% | -25% | -6% | -0.1% | i
COc1ccccc1C(=O)Nc1nnc(SCC(=O)NCc2ccco2)s1 | -1% | -4% | 8% | 0.6 | -4% | -4% | ? | 3.1% | i
COc1ccc(CSc2nc(C)[nH]c2[N+](=O)[O-])cc1[N+](=O)[O-] | -1% | 8% | -3% | -1.4 | -11% | -16% | -18% | 3.1% | i
Cc1cc(C(=O)NNC(=O)c2sccc2C)c(C)o1 | 2% | 2% | 21% | 3.1 | 10% | -4% | ? | 2.3% | i
COc1cc(C(=O)OCC(=O)Nc2cc(S(=O)(=O)N3CCOCC3)ccc2C)ccc1OCC(C)C | 0% | 3% | 0% | 3.4 | -1% | 0% | 3% | -0.2% | i
O=C(CC1C[C@H](C(=O)N2CCOCC2)[C@@]2(CCC3CCCC3)c3[nH]c4ccccc4c3CCN2C1=O)NCC12CC3CC(CC(C3)C1)C2 (stereo not given in full) | 1% | 1% | 7% | 0.9 | ? | -3% | 23µM* | -0.3% | i
COc1ccc(CNC(=O)CN(C(=O)c2snc(C(N)=O)c2N)c2cccc(F)c2)cc1 | 0% | 5% | -4% | 0.4 | -8% | 3% | 4% | 0.2% | i
Cc1ccc2cc(/C=N/NC(=O)CN3CCOCC3)c(Cl)nc2c1 | -12% | 7% | 24% | 2.6 | -6% | 5% | 18% | 0.6% | i
Cc1ccc(NC(=S)N2CCN(S(=O)(=O)c3ccc(C)cc3)CC2)cc1 | 0% | 8% | -2% | -3.3 | ? | 18% | ? | 1.5% | i
Cc1ccc(C)c(NC(=O)CN(C)C(=O)c2cccc(S(=O)(=O)N3CCCC3)c2)c1 | -2% | 7% | 3% | -0.9 | 1% | -4% | -11% | -0.3% | i
CC1=C(C(=O)N2CCCCCC2)CC(CC(=O)NC2CCCC2)C(=O)N1Cc1ccc(C(C)(C)C)cc1 (stereo not given) | . | 5% | -5% | 0.9 | . | . | . | 5.3% | i
CCCn1c(SCC(=O)NCc2ccc3c(c2)OCO3)n[nH]c1=O | 0% | 11% | 19% | -0.9 | 0% | -1% | 9% | -1.4% | i
O=[N+]([O-])c1cc(Cl)cc(C2=NCCN2)c1 | -2% | -6% | -9% | 0.7 | 13% | -25% | 11% | 7.9% | i
O=C(N/N=C/C=C\c1ccccc1[N+](=O)[O-])c1cccs1 | 3% | 7% | 2% | 1.6 | 0% | -8% | -23% | 15% | i
Cc1ccn(C(=O)c2cc3c(C)nn(-c4ccccc4)c3s2)n1 | -14% | -4% | 3% | -4.0 | 1% | 5% | . | 0.1% | i
Cc1ccc(OCC(=O)Nc2ccc(S(=O)(=O)N(C)C3CCN(C)CC3)cc2)c(C)c1 | 2% | 5% | 1% | 0.7 | 2% | -24% | 19% | 2.1% | i
COc1ccc(OC(=O)N(C)C[C@@H]2OCc3cn(nn3)CCCC(=O)N([C@H](C)CO)C[C@H]2C)cc1 | . | 4% | 8% | 2.2 | . | 1% | . | -1.0% | i
Cc1ccc2c(c1)N(CC(=O)NCCCN1CCCCC1)C(=O)CO2 | 2% | 2% | 0% | -0.1 | 2% | 6% | ? | 0.3% | i
COC1=C(N)C(=O)c2nc(-c3nc(C(=O)O)c(C)c(-c4ccc(OC)c(OC)c4O)c3N)ccc2C1=O | -11% | 8% | -18% | -1.7 | 2.6µM* | 0.28µM* | 0.073µM* | -4.0% | i
CCCOC(=O)c1cc(=O)[nH]c2ccccc12 | 0% | -8% | 18% | 2.1 | -12% | 2% | -19% | 3.1% | i
Cc1ccc(NS(=O)(=O)c2c(C)[nH]c(C)c2C(=O)N2CCCC2)cc1Cl | -3% | 5% | -5% | 1.3 | 2% | -9% | -23% | -1.2% | i
COc1cc(NC(=O)c2nccn2C)cc(C(=O)Nc2cccc(C(F)(F)F)c2)c1 | -3% | -8%&0% | 2%&11% | -1.2&0.0 | -5% | 1%&-18% | 5% | 14%&12% | i
CC(c1ccccc1)N1CC(C(=O)N2CCN(c3ccccc3)CC2)CC1=O (stereo not given) | 2% | 2% | 2% | -0.1 | -5% | -2% | 2% | -0.3% | i
Cc1[nH]c2ccc(C(=O)N3CCN(c4ccccc4F)CC3)cc2c1C | . | . | . | . | -1% | 0% | 13% | 0.1% | .
O=S(=O)(c1ccc2c(c1)OCCO2)N1CCN(S(=O)(=O)c2c(F)cc(F)cc2F)CC1 | -2% | -3% | 0% | . | 1%&-2% | ? | 2%&6% | -1.8% | .
C=CCOc1ccc(C2C(C#N)=C(N)N(N(C)C)C3=C2C(=O)CCC3)cc1 (stereo not given) | 0% | -1% | -27% | 0.5 | -7% | -7% | 3% | -0.9% | i
COc1ccccc1NC(=O)c1ccc(-c2ccccc2[N+](=O)[O-])o1 | -1% | 12% | -16% | -1.1 | -7% | 11% | ? | 13% | i
COc1cc(OC)cc(C(=O)N2CCCC(Nc3ccc(F)cc3)C2)c1 (stereo not given) | -10% | -2% | 5% | -1.3 | 1% | -3% | 4% | -0.5% | i
C/C(CC(=O)Nc1ccc2c(c1)OCCO2)=N\NC(=O)Cc1ccc(Cl)cc1 | 0% | 10% | -5% | -4.6 | 0% | -18% | 24% | 3.1% | i
Cc1onc(-c2ccccc2)c1C(=O)OCC(=O)c1ccccc1 | 1% | 5% | -6% | 1.6 | 10% | 21% | . | 0.5% | i
O=C(NCc1ccc2c(c1)OCO2)C(=O)Nc1cc2c3c(c1)CC(=O)N3CCC2 | 0% | -1% | 19% | -0.9 | -2% | 7% | ? | 0.6% | i
CC(Oc1ccc(F)cc1)C(=O)Nc1cccc(-c2nn[nH]n2)c1 (stereo not given) | -3% | 14% | -1% | -1.4 | 2% | -19% | -1% | -0.8% | i
N#Cc1ccc(OCC(=O)N2CCCC2=O)cc1 | 0% | 11% | 1% | -5.1 | 6% | -3% | -2% | 0.2% | i
Cc1ccc(C(=O)O/N=C(\N)c2ccc(Br)cc2)cc1C | 0% | -3% | 9% | -2.9 | -12% | -3% | ? | 11% | i
CC(C)[C@H](NC(=O)OCc1ccccc1)C(=O)OCC(=O)c1ccccc1 | -1% | 8% | 7% | -1.8 | 3% | -7% | 1% | 3.1% | i
COc1ccc(Oc2nnc(C)c3ccccc23)cc1 | 1% | -2% | -2% | 0.0 | 3% | 4% | ? | 0.8% | i
CCN(CC)C(=O)c1ccc(C(=O)c2ccccc2)cc1 | 0% | 4% | 1% | -1.3 | 8% | -2% | 2% | -0.4% | i
COc1ccc2cc(-c3ccccc3)c(=O)oc2c1 | -6% | 3% | -12% | -2.5 | 5% | -14% | ? | -0.7% | i
CS(=O)(=O)N(CC(=O)N1CCc2ccccc2C1)c1cccc(F)c1 | 0% | 4% | 2% | -1.5 | -5% | -2% | ? | -0.1% | i
CCOc1ccccc1C(=O)NCC(=O)OCc1csc(CC(=O)Nc2ccc(C)cc2)n1 | ? | -5% | 0% | -0.8 | 0% | -18% | 21% | 3.6% | i
NC(=O)c1ccccc1NC(=O)CN1CCN(Cc2ccc(Cl)cc2Cl)CC1 | 2% | 23% | -9% | -3.3 | 1% | ? | ? | 2.7% | i
CCOC(=O)c1c(C)nc(C)c(C(=O)OCC)c1-c1ccc(Br)cc1 | -2% | 17% | -23% | -9.1 | 1% | ? | -23% | 0.0% | i
Cc1ccc(NC2=C(N3CCCCC3)C(=O)c3ccccc3C2=O)cc1 | 0% | 2% | -2% | -2.0 | -3% | ? | 17% | -0.6% | i
